Screening results (PubChem BioAssay)
MK inhibit: blocks S. pneumoniae mevalonate kinase | 0.48% of 65,000 active | inhibition, % at 10 µM | AID 555 | purified MK, PK/LDH-coupled NADH absorbance 340 nm;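 active means ranked among the strongest by inhibition in the single 10 µM screen, a fixed top-ranked set picked for dose follow-up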; further: no value below 0 was filed
LYP inhibition: LYP phosphatase inhibitors, primary screen, biochemical, DiFMUP fluorescence, recombinant catalytic domain, 10 µM (AID 606). one-dose inhibition, % at 10 µM; IC50 in µM for titrated hits. recombinant LYP catalytic domain, DiFMUP fluorescence; higher % means a stronger effect. 52,000 tested, under 10 active;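 active means IC50 under 40 µM in the dose-response test; inactive means IC50 of 40 µM or more, or never dose-tested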
HPDE-C7K KRASV12: viability loss of HPDE-C7K cells – cell-based, fluorescence, HTS, primary screen (AID 431); HPDE-C7K KRASV12 cells, Alamar Blue viability, 48 h; higher % means a stronger effect; cytotoxicity, % at 10 µM, or EC50 in µM where a hit was titrated; 1.7% of 63,000 active;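 active means compounds whose percent cytotoxicity in the single-dose primary screen, scaled between solvent and toxic-drug controls, exceeds 50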;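 further: 0% = DMSO solvent wells and 100% = doxorubicin-treated wells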
HPDE-C7 cytotoxicity: cytotoxicity in HPDE-C7 cells, cell-based, fluorescence, HTS (AID 430). cytotoxicity, % at 10 µM; hits with a dose series show EC50 in µM. 1.8% of 63,000 active. HPDE-C7 pancreatic duct cells viability, fluorescence; higher % means a stronger effect;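 further: cells exposed to compound for 48 hours before viability readout; 0% = vehicle and 100% = reference cytotoxic drug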
Bfl-1 displacement: displacement of Bid BH3 peptide from Bfl-1 – biochemical, fluorescence polarization, FITC-Bid, mouse, primary screen (AID 432). FITC-Bid BH3 peptide fluorescence polarization displacement; higher % means a stronger effect. displacement, % at 20 µM, or IC50 in µM where a hit was titrated. 0.02% of 64,000 active; in the data active means a potency from the dose series; inactive means the rest, 99 in 100 with displacement below about 15%; further: strong numbers were not always called active
PMK inhibit: S. pneumoniae PMK inhibition | inhibition, % at 10 µM | purified PMK, PK/LDH-coupled NADH absorbance 340 nm | 0.49% of 65,000 active;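 active means top-ranked compounds by inhibition in the single 10 µM screen, taking a fixed number of the strongest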;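 further: 0% = full reaction with DMSO carrier and 100% = background rate without enzyme reaction; no value below 0 was filed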
Alkaline phosphatase: inhibition of tissue-nonspecific alkaline phosphatase – biochemical, luminescent (AID 518) | purified TNAP enzyme, luminescent substrate readout; higher % means a stronger effect | one-dose inhibition, % at 20 µM; IC50 in µM for titrated hits | 0.09% of 64,000 active; in the data active means a potency from the dose series; inactive means the rest, 99 in 100 with inhibition below about 22%;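 further: plate controls were vehicle for no effect and reference inhibitor for full effect; many of its hits are not listed in these tables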
HT1080 cytotoxicity: cytotoxicity in HT1080 fibrosarcoma cells, cell-based, fluorescence readout (AID 620); HT1080 viability, fluorescence; higher % means a stronger effect; 0.42% of 87,000 active; one-dose cytotoxicity, % at 10 µM; EC50 in µM for titrated hits;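 further: cells exposed to compound overnight then 4 h with Alamar Blue; 0% = vehicle DMSO and 100% = killing control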
Spn DPM-DC inh: blocks S. pneumoniae diphosphomevalonate decarboxylase. purified DPM-DC, PK/LDH coupled NADH fluorescence. calls only at 10 µM. 0.49% of 65,000 active. AID 556;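 active means the 320 compounds with the highest percent inhibition in the single-dose primary screen, excluding strongly autofluorescent ones, cut at about 32% in these data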;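 further: kinetic rate of NADH fluorescence loss reporting ADP formed by the decarboxylase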
PMK inhibit pilot replicates: also measured in PMK inhibit; calls as there; inhibition, %; measured here: pilot screen replicates
MK inhibit pilot replicates: further read-out of MK inhibit, marked with its call; inhibition, %; measured here: pilot screen replicates
Spn DPM-DC inh pilot screen %: recorded beside Spn DPM-DC inh, whose call it bears; inhibition, %; measured here: pilot screen trials
The depositor's hits bear a star; i = inactive; x = not tested or not shown. Unless noted, no stated cut-off is given here; in the data, active means cytotoxicity above about 50%; inactive means the rest.

1) COc1ccc(NC(=O)CN2CCC(C(N)=O)CC2)cc1
2) O=C(Cc1cn2ccsc2n1)Nc1cccc2cnccc12
3) COc1ccc(OC)c(NC(=O)CSc2nc3ccccc3c(=O)n2CCNC(C)=O)c1
4) COc1ccc(N(C)S(=O)(=O)c2ccc3c(c2)CCC(=O)N3)cc1
5) CCN(c1ccccc1)S(=O)(=O)c1ccc(Oc2ccc(-n3ccnc3)cc2)nc1
6) COc1ccccc1CNc1nc2nc(C)cc(=O)n2[nH]1
Compound	1	2	3	4	5	6
MK inhibit	17	0	7	0	0	13
MK inhibit pilot replicates	x	x	2.0	x	x	x
LYP inhibition	-8%	8%	-2%	x	9%	3%
HPDE-C7K KRASV12	-1%	13%	-12%	-2%	-42%	-4%
HPDE-C7 cytotoxicity	-1%	11%	-30%	-6%	-32%	1%
Bfl-1 displacement	-7%	-2%	0%	0%	-8%	-6%
PMK inhibit	14	13	10	11	0	10
PMK inhibit pilot replicates	x	x	1.5	x	x	x
Alkaline phosphatase	5%	11%	9%	4%	2%	12%
HT1080 cytotoxicity	-11%	5%	-3%	31%	7%	-5%
Spn DPM-DC inh	i	i	i	i	i	i
Spn DPM-DC inh pilot screen %	x	x	5.0	x	x	x

7) OCCCc1nc2n(n1)C(c1ccccc1)C=C(c1ccc(F)cc1)N2 (stereo not given)
8) COc1ccc(OC)c(C2=Nn3c(nnc3-c3cccc(OC(C)C)c3)SC2)c1
9) O=C(NCC1CCCO1)c1ccc(COc2ccc(F)cc2)o1 (stereo not given)
10) O=C(O)C1C2C=CC(C2)C1C(=O)NCc1ccccn1 (stereo not given)
11) CCN(C(=O)c1cccs1)c1nnc(-c2ccncc2)s1
12) COC(=O)CSc1nc2c(c(=O)n(C)c(=O)n2C)n1CCC(C)C
Compound	7	8	9	10	11	12
MK inhibit	1	21	5	7	1	3
MK inhibit pilot replicates	x	x	x	x	0.0	x
LYP inhibition	5%	x	0%	-6%	14%	3%
HPDE-C7K KRASV12	x	4%	-3%	-17%	-1%	-2%
HPDE-C7 cytotoxicity	x	4%	2%	-4%	-2%	1%
Bfl-1 displacement	x	-11%	-6%	-5%	1%	-1%
PMK inhibit	7	13	3	12	2	0
PMK inhibit pilot replicates	x	x	x	x	0.5	x
Alkaline phosphatase	x	12%	6%	4%	15%	1%
HT1080 cytotoxicity	32%	4%	8%	-26%	-4%	-12%
Spn DPM-DC inh	i	i	i	i	i	i
Spn DPM-DC inh pilot screen %	x	x	x	x	3.0	x

13) Cc1nnc(SCCC(C)C)[nH]c1=O
14) Cc1c(NC(=O)CSC2=C(C#N)C(c3ccccc3F)CC(=O)N2)c(=O)n(-c2ccccc2)n1C (stereo not given)
15) Cc1cc2ncn(C(=O)c3c(-c4ccccc4)noc3C)c2cc1C
16) COc1cccc(-c2nc3n(n2)C(c2cccs2)C(C(=O)Nc2cccnc2)=C(C)N3)c1 (stereo not given)
17) CC(=O)Nc1ccc(S(=O)(=O)Nc2cccc(NC(=O)C(C)(C)C)c2)cc1
18) CC1(C)CC(=O)c2cnc(N3CCc4ccccc4C3)nc2C1
Compound	13	14	15	16	17	18
MK inhibit	2	8	0	5	0	5
MK inhibit pilot replicates	x	x	0.0	0.0	x	x
LYP inhibition	9%	15%	2%	x	-3%	2%
HPDE-C7K KRASV12	-16%	x	4%	4%	-3%	x
HPDE-C7 cytotoxicity	-10%	x	1%	-2%	-7%	x
Bfl-1 displacement	0%	-4%	-2%	-5%	-2%	-2%
PMK inhibit	19	7	0	18	1	13
PMK inhibit pilot replicates	x	x	1.5	0.5	x	x
Alkaline phosphatase	8%	12%	7%	8%	-2%	12%
HT1080 cytotoxicity	0%	0%	8%	x	-4%	0%
Spn DPM-DC inh	i	i	i	i	i	i
Spn DPM-DC inh pilot screen %	x	x	0.0	0.0	x	x

19) Oc1ccc2ccccc2c1C=NCc1cn2ccsc2n1
20) CCCC(=O)c1cc(F)c(N2CCN(CCC#N)CC2)cc1C
21) CCOC(=O)CCn1nc(-c2ccccc2)cc1N
22) CCOC(=O)c1cnc(-c2cccc(OC)c2)[nH]c1=O
23) Cc1cc2ncc(-c3ccc(Cl)cc3)c(N)n2n1
24) O=C(Cc1cccs1)N1CCC(c2nc3c(nnn3Cc3ccc(F)cc3)c(=O)[nH]2)CC1
Compound	19	20	21	22	23	24
MK inhibit	9	4	5	7	6	5
MK inhibit pilot replicates	x	x	x	x	0.5	x
LYP inhibition	14%	x	6%	6%	-8%	13%
HPDE-C7K KRASV12	13%	-5%	-8%	11%	4%	1%
HPDE-C7 cytotoxicity	22%	2%	-8%	1%	-3%	-3%
Bfl-1 displacement	1%	-2%	3%	0%	0%	-3%
PMK inhibit	0	0	20	6	5	8
PMK inhibit pilot replicates	x	x	x	x	1.5	x
Alkaline phosphatase	13%	7%	3%	8%	11%	6%
HT1080 cytotoxicity	17%	6%	34%	48%	0%	1%
Spn DPM-DC inh	i	i	i	i	i	i
Spn DPM-DC inh pilot screen %	x	x	x	x	1.5	x

25) CS(=O)(=O)N1CCCC(C(=O)NCCCN2CCc3ccccc3C2)C1 (stereo not given)
26) Cc1ccc(NC(=O)COC(=O)CN2CSCC2=O)cc1C
27) Cn1c(=O)c2c(ncn2CCCc2ccccc2)n(C)c1=O
28) COc1ccccc1C1CC(=O)Nc2cc3c(cc21)OCCO3 (stereo not given)
29) COc1ccc(S(=O)(=O)N(CCCN2CCOCC2)Cc2ccc(OC)c(OC)c2)cc1
30) Cc1ccc(C)c(NC(=O)CS(=O)(=O)c2cn(C)c3ccccc23)c1
Compound	25	26	27	28	29	30
MK inhibit	0	1	7	13	1	9
MK inhibit pilot replicates	3.5	x	x	x	x	x
LYP inhibition	-2%	-9%	13%	7%	4%	1%
HPDE-C7K KRASV12	2%	-4%	-2%	64%*	-20%	x
HPDE-C7 cytotoxicity	4%	-1%	-2%	54%*	-20%	x
Bfl-1 displacement	3%	-4%	5%	-2%	-12%	x
PMK inhibit	18	16	6	2	12	1
PMK inhibit pilot replicates	6.0	x	x	x	x	x
Alkaline phosphatase	16%	4%	5%	10%	10%	x
HT1080 cytotoxicity	-1%	0%	-1%	52%*	6%	7%
Spn DPM-DC inh	i	i	i	i	i	i
Spn DPM-DC inh pilot screen %	0.0	x	x	x	x	x

Next part (four carried over from the part before).
27) Cn1c(=O)c2c(ncn2CCCc2ccccc2)n(C)c1=O
28) COc1ccccc1C1CC(=O)Nc2cc3c(cc21)OCCO3 (stereo not given)
29) COc1ccc(S(=O)(=O)N(CCCN2CCOCC2)Cc2ccc(OC)c(OC)c2)cc1
30) Cc1ccc(C)c(NC(=O)CS(=O)(=O)c2cn(C)c3ccccc23)c1
31) CN(CC(=O)NCCC1=CCCCC1)S(=O)(=O)c1ccc2c(c1)CCC(=O)N2
32) COc1ccc(NC(=O)c2oc3ccc(S(=O)(=O)N4CCC5(CC4)OCCO5)cc3c2C)cc1
33) CCCc1cc(=O)[nH]c(SCC(=O)N2CCN(c3ccc(F)cc3)CC2)n1
34) Cc1cc2n(n1)C(c1ccccc1)Nc1ccccc1-2 (stereo not given)
35) O=C(NCCC1=CCCCC1)c1ccc(=O)oc1
36) CCN(CC)C(=O)C1=C(C)Nc2nnnn2C1c1cccnc1 (stereo not given)
Compound	27	28	29	30	31	32	33	34	35	36
MK inhibit	7	13	1	9	4	0	7	2	7	12
MK inhibit pilot replicates	x	x	x	x	5.0	0.0	x	0.0	x	0.0
LYP inhibition	13%	7%	4%	1%	7%	11%	15%	-7%	2%	5%
HPDE-C7K KRASV12	-2%	64%*	-20%	x	-6%	43%	3%	15%	-20%	6%
HPDE-C7 cytotoxicity	-2%	54%*	-20%	x	3%	32%	3%	-2%	-14%	0%
Bfl-1 displacement	5%	-2%	-12%	x	-9%	0%	-3%	-7%	6%	-8%
PMK inhibit	6	2	12	1	0	4	4	21	9	2
PMK inhibit pilot replicates	x	x	x	x	6.0	0.0	x	0.5	x	2.5
Alkaline phosphatase	5%	10%	10%	x	6%	11%	7%	12%	12%	15%
HT1080 cytotoxicity	-1%	52%*	6%	7%	2%	4%	-4%	4%	-20%	5%
Spn DPM-DC inh	i	i	i	i	i	i	i	i	i	i
Spn DPM-DC inh pilot screen %	x	x	x	x	1.5	4.5	x	16	x	0.0

37) COC1CCCCC1NS(=O)(=O)c1ccccc1 (stereo not given)
38) c1ccc(Cc2nnc3sc(-c4ccc5c(c4)OCCO5)nn23)cc1
39) COC(=O)C1CN(S(=O)(=O)c2ccc(C)cc2)CCN1S(=O)(=O)c1ccc(C)cc1 (stereo not given)
40) CCCCn1c(CN2CCN(C(=O)OCC)CC2)nc2c1c(=O)[nH]c(=O)n2C
41) COc1cccc(N2C(=O)CC(N3CCC(C(N)=O)(N4CCCCC4)CC3)C2=O)c1 (stereo not given)
42) CC1(C)Cc2c(C#N)c(SCc3nc4ccccc4[nH]3)nc(N3CCOCC3)c2CO1
Compound	37	38	39	40	41	42
MK inhibit	6	3	6	3	13	12
MK inhibit pilot replicates	0.0	x	x	x	x	x
LYP inhibition	8%	0%	5%	11%	3%	7%
HPDE-C7K KRASV12	-7%	6%	-18%	-11%	-3%	-3%
HPDE-C7 cytotoxicity	7%	-4%	-26%	-18%	-10%	-9%
Bfl-1 displacement	9%	-1%	-6%	-5%	1%	-3%
PMK inhibit	0	0	15	0	9	0
PMK inhibit pilot replicates	3.0	x	x	x	x	x
Alkaline phosphatase	3%	9%	-4%	1%	2%	-3%
HT1080 cytotoxicity	7%	-8%	7%	-3%	14%	-10%
Spn DPM-DC inh	i	i	i	i	i	i
Spn DPM-DC inh pilot screen %	1.5	x	x	x	x	x

43) O=c1[nH]c(CN2CCC(c3nc4ccccc4s3)CC2)nc2sc3c(c12)CCC3
44) O=C(OCC(=O)c1c[nH]c2ccccc12)c1ccco1
45) Cc1cccc(-c2c3c(=O)n(C)c(=O)n(C)c3cn2-c2ccc(O)cc2)c1
46) CC1(C)Cc2c(c(N3CCCC3)nc3sc4c(N5CCN(CCO)CC5)ncnc4c23)CO1
47) Cc1ccc(NC(=O)c2cnccn2)c(OC(F)F)c1
48) O=C(Nc1ccccc1C(F)(F)F)N1CCC(N2CCCCC2)CC1
Compound	43	44	45	46	47	48
MK inhibit	1	5	10	12	6	0
MK inhibit pilot replicates	x	x	0.0	x	x	x
LYP inhibition	3%	6%	-24%	x	9%	x
HPDE-C7K KRASV12	3%	2%	28%	68%*	1%	1%
HPDE-C7 cytotoxicity	-1%	-7%	29%	60%*	-2%	-1%
Bfl-1 displacement	2%	-5%	-2%	3%	2%	-6%
PMK inhibit	19	14	4	1	4	13
PMK inhibit pilot replicates	x	x	0.0	x	x	x
Alkaline phosphatase	7%	7%	17%	10%	9%	0%
HT1080 cytotoxicity	-6%	0%	-7%	6%	2%	7%
Spn DPM-DC inh	i	i	i	i	i	i
Spn DPM-DC inh pilot screen %	x	x	24	x	x	x
